CBFb RUNX1 block – qHTS Assay for Compounds Blocking the Interaction Between CBF-beta and RUNX1 for the Treatment of Acute Myeloid Leukemia; Potency, µM (top dose mostly 59.8 µM), without a hit: at the top dose activity, negative = inhibition, usual class: inhibitors; 230,000 tested, under 10 active; AlphaScreen CBFb-His/RUNX1-biotin binding, biochemical; AID 1477, 2009; note: % of control where 0% means no effect
Target sequence (Q01196 whole entry, looked up): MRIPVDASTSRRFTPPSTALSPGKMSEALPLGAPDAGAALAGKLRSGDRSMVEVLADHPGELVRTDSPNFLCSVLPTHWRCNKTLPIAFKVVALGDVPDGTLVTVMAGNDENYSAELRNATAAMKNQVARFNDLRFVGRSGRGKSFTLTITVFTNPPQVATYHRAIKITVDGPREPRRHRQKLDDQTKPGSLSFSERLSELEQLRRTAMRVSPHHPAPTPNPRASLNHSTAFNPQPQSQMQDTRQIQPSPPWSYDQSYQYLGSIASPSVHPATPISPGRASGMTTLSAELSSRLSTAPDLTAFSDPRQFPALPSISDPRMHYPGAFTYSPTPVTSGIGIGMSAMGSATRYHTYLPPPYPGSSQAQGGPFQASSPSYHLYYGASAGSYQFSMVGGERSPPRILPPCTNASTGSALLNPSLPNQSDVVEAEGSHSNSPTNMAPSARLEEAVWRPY
Target sequence (Q13951 whole entry, looked up): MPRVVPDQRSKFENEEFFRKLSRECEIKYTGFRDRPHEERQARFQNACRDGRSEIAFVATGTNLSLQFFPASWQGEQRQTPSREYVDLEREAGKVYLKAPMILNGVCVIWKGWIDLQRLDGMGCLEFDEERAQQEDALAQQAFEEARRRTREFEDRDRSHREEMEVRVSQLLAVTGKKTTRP
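AlphaScreen binding: CBFb-His and RUNX1-biotin (30 nM each) preincubated 20 min, compound added for 15 min, then nickel and streptavidin beads for 90 min, all at room temperature. Disruption of the interaction by any mechanism counts as activity.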
Tau FP inhib – qHTS for Inhibitors of Tau Fibril Formation, Fluorescence Polarization | K18 P301L tau heparin fibrillization, Alexa594 FP, 6 h | 280,000 compounds, 0.39% hits | Microtubule-associated protein tau (Homo sapiens), P10636 | Potency, µM (top dose mostly 57.7 µM), without a hit: at the top dose activity, negative = inhibition, actives largely listed as inhibitors; note: potency is the fitted concentration of half-maximal effect; % is set by controls: 0 for no effect and ±100 for the full control effect; nearly all actives have a fitted effect of over 55% in size
Target sequence (P10636 561-689 P618L limits assumed): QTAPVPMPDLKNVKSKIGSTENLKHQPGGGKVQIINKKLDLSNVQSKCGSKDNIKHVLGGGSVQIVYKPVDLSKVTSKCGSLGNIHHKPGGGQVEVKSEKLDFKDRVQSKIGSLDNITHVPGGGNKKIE
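K18 P301L tau (15 uM unlabeled/0.24 uM Alexa 594-labeled, final) + compound + heparin 20 uM final; 100 mM NaOAc pH 7; 6 hr 37 C; ThT 30 uM final added, 1 hr RT; FP ex 555/em 632 nm.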
TRb SRC2 PPI – qHTS for Inhibitors of the Interaction of Thyroid Hormone Receptor and Steroid Receptor Coregulator 2 | 280,000 compounds, 0.065% hits | AID 1469, 2008 | Potency, µM (series often up to 106 µM), for inactives: at the highest dose activity change, negative = inhibition, usual class: inhibitors | TRbeta-SRC2 peptide binding, fluorescence polarization; receptor liganded with 1 µM T3 | Thyroid hormone receptor beta (Homo sapiens), P10828;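 note: potency is the fitted concentration of half-maximal effect; plate controls were bound peptide for no effect and peptide without receptor for full effect; nearly all actives have a fitted effect of over 50% in size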
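Read-out is fluorescence polarization (555 nm excitation, 632 nm emission) of a Texas Red SRC2 coactivator peptide; loss of signal reflects blocked binding to human TRb ligand-binding domain in the presence of 1 uM T3.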
TexasRed fluor – Total Fluorescence Counterscreen for Inhibitors of the Interaction of Thyroid Hormone Receptor and Steroid Receptor Coregulator 2. 280,000 compounds, 0.29% hits. TRb/SRC2 Texas Red total fluorescence interference. AID 1479, 2009. Potency, µM (titrated, usually from 106 µM), without a hit: top-dose fluorescence change, negative = quenching; active = well fitted curve in either direction with a large enough effect; inconclusive = small, poorly fitted or top-dose-only effect; note: potency is the fitted concentration of half-maximal effect; % is set by controls: 0 for no effect and ±100 for the full control effect
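Human TRβ ligand-binding domain (0.6 uM) and Texas Red SRC2 peptide (20 nM) in Tris buffer with 1 uM T3 and 5% DMSO were incubated with pinned compound for 5 hr at ambient temperature. Total fluorescence was computed as S + 2P (555/632 nm).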
NPSR antag – qHTS Assay for Antagonists of the Neuropeptide S Receptor: cAMP Signal Transduction; CHO-NPSR cells, cAMP TR-FRET, antagonist mode; 220,000 compounds, 1% hits; Potency, µM (titrated, usually from 38.3 µM), for inactives: at the top dose activity change, negative = inhibition, hits mostly inhibitors; Q6W5P4; AID 1461, 2008; note: potency is the fitted concentration of half-maximal effect; % is set by controls: 0 for no effect and ±100 for the full control effect; nearly all actives have a fitted effect of over 50% in size; many of its hits are not listed in these tables
Epigenetic reg – Quantitative High-Throughput Screen for Regulators of Epigenetic Control. murine LDR cells, GFP reporter derepression, 30 h. Potency, µM (doses to about 53.9 µM), for inactives: at the highest dose GFP activation, usual class: activators. 280,000 compounds, 0.2% hits. AID 1865, 2009; note: potency is the fitted concentration of half-maximal effect; % of control where 0% means no effect; nearly all actives have a fitted effect of over 60% in size
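GFP-positive cell count by laser-scanning cytometry (objects 20–120 um) after 30 h, 37 C compound exposure of murine LDR cells; reporter is CMV-GFP integrated at a silenced locus, inducible by HDAC or DNMT inhibitors.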
Tau fluor cs – Counterscreen qHTS for Inhibitors of Tau Fibril Formation, Fluorescence Polarization; 280,000 compounds, 0.93% hits; tau K18 P301L Alexa594 fluorescence, heparin fibrillization; Potency, µM (doses to about 57.7 µM), for the others: top-dose activity change, negative = decrease; AID 1463, 2008; note: potency is the fitted concentration of half-maximal effect; % is set by controls: 0 for no effect and ±100 for the full control effect; nearly all actives have a fitted effect of over 55% in size
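Human tau K18 P301L (15 uM unlabeled, 0.24 uM Alexa 594-labeled) in 100 mM sodium acetate pH 7 with 20 uM heparin, 6 hr at 37 C. ThT 30 uM added, 1 hr ambient; Alexa 594 FP and total fluorescence read at 555/632 nm.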
aGal spleen mod – qHTS Assay for Inhibitors and Activators of Human alpha-Galactosidase From Spleen Homogenate. Alpha-galactosidase A (Homo sapiens), P06280. human spleen homogenate, 4MU-alpha-Gal fluorescence, 40 min. Potency, µM (top dose mostly 80 µM), inactives show top-dose activity change, negative = inhibition, hits mostly inhibitors. 240,000 compounds, 0.008% hits;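 note: potency is the fitted concentration of half-maximal effect; 0% = enzyme with vehicle and -100% = no enzyme basal signal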
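Inhibition or activation of alpha-galactosidase in human spleen homogenate is scored by 4-MU fluorescence after 40 min at 37C, pH 5.0, with 1 mM substrate. AC50s come from concentration-response fitted to the Hill equation.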
Starred values were filed as active, the others as inactive; u = inconclusive; x = no result given; & = joins results of further samples; [ ] = another dose, or the depositor's remark. Unless noted, calls come from the whole dose curve; as a rule, active = well fitted curve in the direction sought with a large enough effect; inconclusive = small, poorly fitted or top-dose-only effect, or another doubt; inactive = no such curve, though single readings can be large; an effect the other way counts as inactive or inconclusive. Not all compounds are listed. The share of hits here may be higher or lower than overall.

Sequence of screens – CBFb RUNX1 block	Tau FP inhib	TRb SRC2 PPI	TexasRed fluor	NPSR antag	Epigenetic reg	Tau fluor cs	aGal spleen mod
CC(C)n1c(SCC(=O)Nc2ccccc2N2CCCCC2)nc2c1c(=O)n(C)c(=O)n2C
    8%	4%	-3%	-2%	u	0.0%	-1%	-1%
C=CCn1c(-c2cccn(Cc3ccc(Cl)cc3Cl)c2=O)n[nH]c1=S
    0%	-5%	4%	-3%	-10%[46.1 µM]	0.0%	-9%	-7%
Cc1ccc2oc3c(c(=O)c2c1)C(c1cccs1)N(CCCN(C)C)C3=O (stereo unspecified)
    9%	6%	5%	1%	-10%[46.1 µM]	0.0%	2%	6%
CCC(SC1=N/C(=C/c2ccccc2)C(=O)N1c1ccccc1)C(=O)Nc1cc(C)on1 (stereo unspecified)
    5%	-9%	6%	-18%	-34%	-0.1%	-19%	16%
O=C1CC(N2CCN(Cc3ccccc3)CC2)C(=O)N1CCc1ccccc1 (stereo unspecified)
    -7%	-2%	-1%	-1%	9%[46.1 µM]	1.5%	2%	-20%
Cc1ccc(-c2noc(CN(C(=O)C34CC5CC(CC(C5)C3)C4)C(C)C)n2)cc1
    1%	-1%	-1%	2%	6%[46.1 µM]	-1.1%	0%	11%
O=C(NNC(=O)c1cccnc1)Nc1ccc([N+](=O)[O-])cc1
    -6%	-6%	-2%	2%	-6%[46.1 µM]	0.0%	-2%	4%
CC(C)OC(=O)/C(C#N)=C/c1cn(Cc2ccccc2)c2ccccc12
    7%	-10%	5%	7%	-23%[46.1 µM]	0.0%	-22%	5%
Cc1cccc(N2CCN(S(=O)(=O)c3cc(C(=O)Nc4ccc(Oc5ccccc5)cc4)ccc3F)CC2)c1C
    x	28µM*	2%	-1%	x	12%	-17%	x
CCOC(=O)N1CCN(C(=O)CN(c2ccc3c(c2)OCO3)S(C)(=O)=O)CC1
    4%	3%	-5%	-8%	-6%[46.1 µM]	-1.1%	7%	1%
Cc1ccc(S(=O)(=O)N(C)C)cc1NC(=O)CCc1c[nH]c2ccccc12
    7%	2%	0%	2%	-6%	0.0%	-16%	-5%
O=S(=O)(N/N=C1\CC(c2ccccc2)Oc2ccccc21)c1ccccc1 (stereo unspecified)
    -2%	4%	13%	1%	u	0.0%	u	1%
CCOc1ccc(C(=O)CN2CCN(S(=O)(=O)c3ccc(F)cc3)CC2)cc1
    -6%	-3%	-5%	1%	-8%[46.1 µM]	-0.8%	-5%	5%
COC(=O)c1cc(OC)c(OC)cc1NC(=S)Nc1cccc(C(C)=O)c1
    -3%	-9%	3%	-5%	-15%[46.1 µM]	-0.9%	-19%	0%
CCn1cc(C(=O)N(C)Cc2ccccc2)c(=O)c2cc(S(=O)(=O)N3CCCCC3)ccc21
    x	-5%	-7%	0%	x	-3.7%	-9%	x
CCN(CC)CCn1c(=S)[nH]c2cc(C(=O)N3CC=C(c4ccccc4)CC3)ccc2c1=O
    2%	-4%	1%	1%	-19%	-1.6%	-9%	0%
COc1ccc(N2CSC3=C(C#N)C(c4cc(OC)ccc4OC)CC(=O)N3C2)c(OC)c1 (stereo unspecified)
    0%	28µM*	-5%	1%	6%[46.1 µM]	1.0%	u	0%
C/C(=N\Nc1ccc([N+](=O)[O-])cc1)c1ccc2c(c1)OCO2
    -5%	-1%	0%	-2%	-32%	2.2%	u	-5%
O=C(CCNC(=O)c1ccccc1Cl)Nc1nnc(C2CC2)s1
    6%	1%	-5%	1%	16%	-1.8%	-9%	-11%
Cn1c(=O)cc(OCC(=O)NCCC2=CCCCC2)c2ccccc21
    -10%	5%	-6%	-1%	10%	1.0%	2%	1%
O=C(O)c1[nH]nc2c1COc1ccccc1-2
    2%	5%	-22%	-4%	-11%[46.1 µM]	0.0%	9%	-14%
CC(=O)Nc1ccc(Oc2ccccc2)cc1
    4%	-4%	1%	1%	-3%	0.5%	-9%	10%
O=C(CNS(=O)(=O)c1ccccc1)Nc1ccc(C(F)(F)F)cc1
    1%	5%	-2%	-2%	-13%[46.1 µM]	0.0%	-6%	2%
Cc1nc2nc(-c3ccccc3)[nH]n2c(=O)c1C
    0%	1%	3%	0%	-10%[46.1 µM]	-1.0%	-9%	6%
O=C(Nc1nnc(-c2ccncc2)o1)c1ccc(Br)s1
    -10%	3%	-6%	0%	-17%	1.8%	-13%	-8%
COc1ccc(C(C#N)(CCC#N)CCC#N)cc1OC
    0%	6%	7%	0%	2%[46.1 µM]	-1.0%	0%	-7%
CCOc1ccccc1N(CC)C(=O)c1cc2ccc3cccnc3c2[nH]1
    x	7%	-11%	-1%	x	-0.2%	-13%	x
CCC(=O)Nc1nnc(/C=C/c2ccc(OC)cc2)s1
    3%	-3%	-5%	0%	8%	-0.3%	-5%	22%
CCOC(=O)N1CCN(CC(=O)c2c(C)[nH]c3ccccc23)CC1
    3%	-1%	-5%	-2%	0%[46.1 µM]	-0.9%	-9%	5%
Cc1ccc(SCc2cc(=O)[nH]c(/N=C(\N)Nc3cccc4ccccc34)n2)cc1
    -4%	8%	-2%	-2%	11%	0.1%	6%	5%
Cn1c(NCCCN2CCOCC2)nc2c1c(=O)n(Cc1ccc(Cl)c(Cl)c1)c(=O)n2C
    -10%	u	-13%	1%	-24%[46.1 µM]	-1.0%	u	-7%
CC1(C)OC(=O)N(c2ccccc2)C12C=Cc1c(ccc3ccccc13)O2 (stereo unspecified)
    14%	4%	-15%	-3%	-11%[46.1 µM]	1.2%	-9%	-3%
CC(=O)Nc1ccc(S(=O)(=O)NCC(=O)OCC(=O)NC23CC4CC(CC(C4)C2)C3)cc1
    14%	-6%	-8%	-2%	8%	-0.1%	-5%	-3%
COc1cc(OC)c(NC(=O)c2cc(C)nc3c2c(C)nn3-c2ccc(C)cc2)cc1Cl
    x	-11%	7%	0%	x	-1.3%	-15%	x
Cc1ccc(N2C(=O)C(c3c(C)[nH]n(-c4ccccc4)c3=O)(C(F)(F)F)C3=C2CC(C)(C)CC3=O)cc1 (stereo unspecified)
    -5%	-2%	-9%	-2%	-12%[46.1 µM]	0.0%	-22%	-12%
O=C(NCC1CCCO1)C(c1cccs1)N(Cc1cccs1)C(=O)c1ccc(-c2ccccc2)[nH]1 (stereo unspecified)
    2%	11%	0%	1%	-49%	2.9%	-9%	5%
Cc1ccc(S(=O)(=O)Nc2ccncc2)c(C)c1N(C)S(=O)(=O)c1ccc(Cl)cc1
    -2%	-1%	4%	0%	1%	-1.1%	-5%	-6%
CN(/N=C\c1ccc(O)c(O)c1)c1nc(-c2ccccc2)cc(-c2ccccc2)n1
    4%	1%	4%	-3%	-35%	1.0%	-5%	1%
Cc1cc(=O)oc2c1c(C)nn2-c1nn[nH]n1
    -5%	5%	-8%	0%	-6%[46.1 µM]	1.2%	3%	-11%
CC12CN3CC(C)(CN(C1)C3c1ccc3c(c1)OCO3)C2O (stereo unspecified)
    -2%	-2%	3%	-1%	0%	1.1%	5%	9%
O=C(CSCc1ccc(F)cc1)N1CCN(c2ccccc2F)CC1
    x	0%	1%	-2%	x	0.3%	-19%	x
Cc1ccc(C(=O)OCC(=O)N2CCc3ccccc32)cc1
    9%	-8%	-1%	-3%	-7%[46.1 µM]	1.7%	-15%	-1%
CC(C)=CCCC(C)CN(C)CCc1ccccn1 (stereo unspecified)
    0%	0%	-3%	-2%	-18%[46.1 µM]	2.4%	4%	-10%
CC(/C=C/C(=O)NO)=C\[C@@H](C)C(=O)c1ccc(N(C)C)cc1
    -8%&-6%	-9%&1%	0%&2%	1%&2%	x	u	-22%&-19%	-8%&3%
O=C(O)C1=C(OCc2ccc(F)c(F)c2)C(=O)NCC1
    -1%	3%	-1%	-1%	14%	3.4%	7%	0%
O=C(c1ccc(Cl)cc1)N1CCN(c2ccnc3cc(Cl)ccc23)CC1
    0%	-8%	-3%	-1%	-46%	2.7%	-12%	-12%
COc1ccc(C(=O)C2CCCN(Cc3cnc(N4CCCC4)s3)C2)cc1OC (stereo unspecified)
    3%	-12%	-8%	-6%	-13%	-7.4%	-10%	2%
CN(C)S(=O)(=O)c1cccc(NC(=O)CSc2nc3ccccc3[nH]2)c1
    2%	-9%	-5%	1%	-5%	-0.4%	-17%	2%
CSc1nnc(-c2ccc(C(F)(F)F)cn2)o1
    1%	-5%	-5%	-1%	u	0.8%	-7%	-7%
COC(=O)c1ccc(COC(=O)CCC(=O)c2cccs2)cc1
    5%	3%	0%	-1%	7%	-2.2%	-6%	0%

One compound at a time, from the list above. Values in the order: CBFb RUNX1 block, Tau FP inhib, TRb SRC2 PPI, TexasRed fluor, NPSR antag, Epigenetic reg, Tau fluor cs, aGal spleen mod
COC(=O)c1ccc(COC(=O)CCC(=O)c2cccs2)cc1 is entered as 5%, 3%, 0%, -1%, 7%, -2.2%, -6%, 0%
CC(/C=C/C(=O)NO)=C\[C@@H](C)C(=O)c1ccc(N(C)C)cc1 is entered as -8%&-6%, -9%&1%, 0%&2%, 1%&2%, x, u, -22%&-19%, -8%&3%
O=C(c1ccc(Cl)cc1)N1CCN(c2ccnc3cc(Cl)ccc23)CC1 is entered as 0%, -8%, -3%, -1%, -46%, 2.7%, -12%, -12%
O=C(CSCc1ccc(F)cc1)N1CCN(c2ccccc2F)CC1 is entered as x, 0%, 1%, -2%, x, 0.3%, -19%, x

Source: PubChem (National Center for Advancing Translational Sciences (NCATS))
